pAkt inh: HTS Assay for Inhibitors of Akt Phophorylation: Primary Screen. Neuro2A IGF-stimulated pAkt S473 HTRF, 20 min; stronger effect = lower value. activity change, % for hits at 50 µM. hit rate 0.32% among 360,000; in the data active = activity change below about -80%; inconclusive = mostly about -51% to -80%; note: % is set by controls: 0 for no effect and ±100 for the full control effect
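Single-point screen (50 µM final compound) in Neuro2A cells stimulated 20 min with 6 nM IGF at 37 deg C. After lysis, Ser473-phosphorylated Akt read by HTRF (ex 330 nm, em 615/665 nm) as the 665/615 ratio.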
FUS yeast rescue: qHTS for Suppressors of FUS Proteinopathy: Primary screen using FUS-linked yeast assay; S. cerevisiae FUS-expressing, growth rescue, OD600, 24 h; Potency, µM (highest dose often 76.6 µM), inactives show at the top dose growth rescue (activation), hits mostly activators; hit rate 0.24% among 390,000; AID 1347120, 2019;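 note: potency is the fitted concentration of half-maximal effect; plate controls were DMSO vehicle for no effect and reference control for full effect; nearly all actives have a fitted effect of over 55% in size; some results filed as inactive show a strong effect at the top dose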
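Cultures pregrown in 2.5% raffinose medium are shifted to minimal medium containing 2% galactose to express toxic FUS. Compounds are tested at several concentrations. After 24hr at 30C, growth is quantified at 600 nm absorbance.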
GLP-1R inv ag: qHTS of GLP-1 Receptor Inverse Agonists (Inhibition Mode); Glucagon-like peptide 1 receptor (Homo sapiens), P43220; HEK293 GLP-1R CRE-luciferase, luminescence, 24 h; GLP-1R form is constitutively active; Potency, µM (highest dose often 38.3 µM), for inactives: top-dose activity change, negative = inhibition, most hits filed as inhibitors; hit rate 1.6% among 410,000; note: potency is the fitted concentration of half-maximal effect; % is set by controls: 0 for no effect and ±100 for the full control effect; nearly all actives have a fitted effect of over 55% in size
Target sequence (P43220 whole entry, looked up): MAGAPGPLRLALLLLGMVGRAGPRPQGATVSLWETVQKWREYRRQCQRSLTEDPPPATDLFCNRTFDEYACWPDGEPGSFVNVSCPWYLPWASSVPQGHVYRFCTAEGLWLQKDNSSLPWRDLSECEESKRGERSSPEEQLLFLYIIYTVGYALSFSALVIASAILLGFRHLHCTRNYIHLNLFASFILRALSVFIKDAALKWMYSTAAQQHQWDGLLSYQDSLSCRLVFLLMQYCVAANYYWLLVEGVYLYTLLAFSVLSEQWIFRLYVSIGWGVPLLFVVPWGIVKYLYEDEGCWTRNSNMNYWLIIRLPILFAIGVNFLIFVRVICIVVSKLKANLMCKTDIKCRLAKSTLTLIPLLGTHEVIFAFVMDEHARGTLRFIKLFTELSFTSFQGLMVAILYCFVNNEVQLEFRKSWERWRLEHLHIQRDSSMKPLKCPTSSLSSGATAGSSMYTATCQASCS
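qHTS in 1536-well format: reporter HEK293 cells expressing constitutive GLP-1R activity in DMEM + 10% Nu serum, 24 hr with compounds at 37 deg C, luminescence read after 12 min with detection reagent.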
aSyn rescue: qHTS of alpha-syn Inhibitors; Yeast expressing alpha-synuclein, growth rescue, BacTiter-Glo, 24 h; Potency, µM (titrated, usually from 46.1 µM), for inactives: top-dose growth rescue (activation), actives largely listed as activators; hit rate 0.14% among 370,000; note: potency is the fitted concentration of half-maximal effect; % of control where 0% means no effect; nearly all actives have a fitted effect of over 65% in size
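Galactose-induced alpha-syn yeast (OD600=0.02, raffinose-pregrown) + pinned cpd, 24 hr, 30 deg C; growth by BacTiter-Glo luminescence. Growth restoration scores as activation.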
Abeta yeast res: qHTS for compounds that reverse cellular toxicity of Amyloid beta (A-beta) peptide in yeast: Primary Screen; yeast expressing A-beta42, growth rescue, OD600, 48 h; response scale: 0% DMSO, 100% iron-clioquinol control; Potency, µM (series often up to 46.1 µM), without a hit: at the top dose growth rescue, hits mostly activators; hit rate 0.063% among 410,000; AID 1347071, 2019; note: potency is the fitted concentration of half-maximal effect; nearly all actives have a fitted effect of over 55% in size
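Yeast growth medium received pinned compounds, then yeast cells expressing toxic A-beta were added; plates incubated at 30 C for 48 hr. Growth read as absorbance at 600 nm, normalized to DMSO and equimolar FeCl3 plus clioquinol controls.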
HEK293 tox: qHTS of GLP-1 Receptor Inverse Agonists: Cytotox Screen | HEK293 cAMP-luciferase reporter cells, luminescence, 24 h | Potency, µM (titrated, usually from 38.3 µM), without a hit: at the highest dose activity change, negative = inhibition, most hits filed as inhibitors | hit rate 0.13% among 410,000 | AID 624418, 2012;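 note: loss of luciferase light is scored as toxicity; potency is the fitted concentration of half-maximal effect; % is set by controls: 0 for no effect and ±100 for the full control effect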
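MLSMR compounds, 24 hr on cells at 37 deg C/5% CO2; luminescence after luciferase reagent (12 min RT). Inhibition counted as the undesired cytotoxic outcome.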
PTHR1 agonist: qHTS for PTHR1 Agonists: Primary Screen. AID 743266, 2014. hit rate 0.075% among 410,000. HEK293 GP2 PTHR1 cells, GloSensor cAMP luminescence, 1 h. Potency, µM (series often up to 115 µM), for inactives: at the highest dose activation, usual class: activators; note: potency is the fitted concentration of half-maximal effect; nearly all actives have a fitted effect of over 55% in size; some results filed as inactive show a strong effect at the top dose; inactives centre near -15; many of its hits are not listed in these tables
Target sequence (Q03431 whole entry, looked up): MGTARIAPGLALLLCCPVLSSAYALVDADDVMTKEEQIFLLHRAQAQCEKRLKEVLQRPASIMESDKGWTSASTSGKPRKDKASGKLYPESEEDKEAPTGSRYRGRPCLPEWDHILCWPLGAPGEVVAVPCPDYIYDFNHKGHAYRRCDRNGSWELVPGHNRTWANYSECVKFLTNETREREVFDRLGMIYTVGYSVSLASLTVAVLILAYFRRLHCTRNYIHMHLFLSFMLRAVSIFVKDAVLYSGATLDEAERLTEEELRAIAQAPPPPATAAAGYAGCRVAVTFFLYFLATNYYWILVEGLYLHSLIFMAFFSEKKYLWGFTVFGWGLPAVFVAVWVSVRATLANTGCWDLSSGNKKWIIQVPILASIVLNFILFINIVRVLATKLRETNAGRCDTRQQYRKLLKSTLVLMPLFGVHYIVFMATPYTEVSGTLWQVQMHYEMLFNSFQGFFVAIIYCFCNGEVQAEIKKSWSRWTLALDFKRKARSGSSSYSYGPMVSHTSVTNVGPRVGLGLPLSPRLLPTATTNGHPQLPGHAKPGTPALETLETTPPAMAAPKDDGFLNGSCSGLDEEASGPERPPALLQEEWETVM
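HEK-293-derived GP2 cells expressing PTHR1 and a GloSensor cAMP reporter, 3,000/well, plated overnight, given luciferin plus IBMX (each 0.5 mM as added) for 1 h at 37 °C, then compound for 1 h at 37 °C. Luminescence was read after 15 min at room temperature.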
TDP43 rescue: qHTS of TDP-43 Inhibitors | TDP-43 expressing yeast growth rescue, BacTiter-Glo, 24 h | Potency, µM (top dose mostly 46.1 µM), without a hit: top-dose growth rescue (activation), most hits filed as activators | hit rate 1.8% among 410,000; note: potency is the fitted concentration of half-maximal effect; % of control where 0% means no effect; nearly all actives have a fitted effect of over 50% in size
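Yeast expressing TDP-43 (pregrown in raffinose, seeded at OD600=0.02 in galactose medium) exposed to compounds 24 hr at 30 deg C. Growth read by BacTiter-Glo luminescence; rescue of toxicity appears as increased signal.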
Mm-Cpn inhibitor: Inhibitors of TCP-1 ring complex (TRiC) of Methanococcus maripaludis (MmCpn): qHTS. hit rate 0.031% among 330,000. AID 504842, 2011. purified Mm-Cpn ATPase, ADP Transcreener TR-FRET. Chaperonin Mm-Cpn (Methanococcus maripaludis). Potency, µM (titrated, usually from 76.9 µM), inactives show top-dose activity, negative = inhibition, hits mostly inhibitors; note: potency is the fitted concentration of half-maximal effect; % is set by controls: 0 for no effect and ±100 for the full control effect; nearly all actives have a fitted effect of over 80% in size
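Reaction buffer contained 30 mM Tris pH 7.4, 100 mM KCl, 5 mM MgCl2 and 1 mM DTT. Mm-CPN (25 nM final) hydrolysed 10 uM ATP over 30 min at 37°C; ADP was read by HTRF.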
Active calls of the source: *; i = inactive; ? = inconclusive; · = no result given; [ ] = remark or other dose. Unless noted, calls come from the whole dose curve; as a rule, active = well fitted curve in the direction sought with a large enough effect; inconclusive = small, poorly fitted or top-dose-only effect, or another doubt; inactive = no such curve, though single readings can be large; an effect the other way counts as inactive or inconclusive. Only part of the results is shown (hit frequency here may not be typical).

SMILES	pAkt inh	FUS yeast rescue	GLP-1R inv ag	aSyn rescue	Abeta yeast res	HEK293 tox	PTHR1 agonist	TDP43 rescue	Mm-Cpn inhibitor
Cc1c(C#N)c2ccccc2n1CC(=O)NCCc1c[nH]c2ccccc12	i	-12%	?	2%	4%	-17%	-48%	0%	0%
COc1ccc(C)cc1NC(=O)Cc1c(C(=O)O)c(C)cn1C	·	29%	-1%	·	7%	-2%	i	9%	·
CC(C)N(C(=O)Cn1cc(SCC(=O)NCC2CCCO2)c2ccccc21)C(C)C (stereo not drawn)	i	23%	11%[7.66 µM]	-8%	-4%	9%[7.66 µM]	i	-19%	-2%
COc1ccc(NC2CCCN(C(=O)C3=NNC(=O)CC3)C2)cc1 (stereo not drawn)	i	-23%	-3%	0%	4%	0%	-6%	5%	·
Cc1ccccc1OCc1nc2ccccc2[nH]1	i	-1%	?	-11%	3%	-13%	-3%	-8%	-5%
Oc1ccc2ccccc2c1CN1CC2CCC(CC2)C1	i	4%	-8%	7%	11%	-4%	-2%	-9%	·
O=C(O)CS(=O)(=O)CC(=O)NCc1cccc(C(F)(F)F)c1	i	11%	3%	-4%	2%	5%	i	-18%	0%
CCS(=O)(=O)N1CCc2cc(C(=O)N3CCN(c4ccccc4OC)CC3)ccc21	·	41%	?	·	-13%	-19%	i	-2%	·
O=C(Nc1ccc2c(c1)OCO2)c1cc(-c2cccnc2)nc2ccccc12	i	32%	9%	-2%	-2%	-9%	i	-1%[9.22 µM]	-1%
CC(C)CCNC(=O)NC(=O)COc1ncnc2sccc12	·	27%	-6%	1%	10%	6%	-11%[57.5 µM]	-11%	0%
COC(=O)c1ccc(NCC(=O)c2ccccc2)cc1	i	-4%	4%	-4%	1%	4%	i	5%	2%
Cc1ccc2oc(=O)cc(CN3CCOCC3)c2c1	i	-7%	2%	-2%	8%	-2%	i	-12%	1%
COc1ccc(S(=O)(=O)N2CCN(c3cc(-c4ccccc4)nc4ncnn34)CC2)cc1	·	29%	?	7%	7%	-17%	-5%[57.5 µM]	0%	0%
c1ccc(N2OCC3Cn4c(nc5ccccc54)C32)cc1 (stereo not drawn)	i	-9%	10%	-6%	-5%	6%	-10%	-15%	0%
CC(C)N(C(=O)CSc1ccc(S(=O)(=O)N2CCCCC2)cn1)c1ccccc1	i	?	?	10%	12%	-4%	-38%[inhibitor]	?	-1%
CCn1c2ccccc2c2cc(CC(N)=O)ccc21	i	0%	16%	11%	6%	5%	-13%	8%	2%
CC(=O)Nc1ccc(NC(=O)C(C)OC(=O)/C(C#N)=C/c2ccc(N(C)C)cc2)cc1 (stereo not drawn)	i	·	14%	20%	4%	-5%	-30%[inhibitor]	24%	-3%
Cc1ccnc2nc(C(=O)Nc3ccc4c(c3)OCO4)nn12	i	2%	0%	-11%	-12%	-8%	-33%[inhibitor][57.5 µM]	-20%	2%
O=c1oc2ccccc2c2c1ncn2CCN1CCOCC1	i	·	7%	-2%	-4%	21%	?	-38%[inhibitor]	1%
O=c1[nH]c2ccccc2nc1NCCN1CCOCC1	i	-19%	17%	1%	17%	1%	i	9%	1%
CC1(C(=O)NCCc2ccccc2)Cc2c(-c3cccc(C(N)=O)c3)ccnc2O1 (stereo not drawn)	i	3%	?	-1%	1%	-28%	i	11%	·
CCN(CC)C(=O)C(=O)c1cccn1-c1cccc(-n2cccc2C(=O)C(=O)N(CC)CC)c1C#N	i	42%	13%	-6%	17%	-1%	-21%	3%	-3%
CCN(CC)C(=O)CSc1nnc(CNc2ccc(F)cc2)n1Cc1ccco1	i	40%	0%	0%	-10%	-16%	i	-8%	-2%
Nc1nc(COC(=O)C2CC(=O)N(Cc3ccccc3)C2)nc(Nc2ccccc2)n1 (stereo not drawn)	i	-11%	10%	-1%	5%	3%	-22%	-14%	0%
COc1ccc(NC(=O)CSc2nnnn2-c2ccc(F)cc2)cc1	i	39%	19%	-3%	1%	21%	-5%	-19%	-2%

Overlap with the part before: 3 entries, then new ones.
SMILES	pAkt inh	FUS yeast rescue	GLP-1R inv ag	aSyn rescue	Abeta yeast res	HEK293 tox	PTHR1 agonist	TDP43 rescue	Mm-Cpn inhibitor
CCN(CC)C(=O)CSc1nnc(CNc2ccc(F)cc2)n1Cc1ccco1	i	40%	0%	0%	-10%	-16%	i	-8%	-2%
Nc1nc(COC(=O)C2CC(=O)N(Cc3ccccc3)C2)nc(Nc2ccccc2)n1 (stereo not drawn)	i	-11%	10%	-1%	5%	3%	-22%	-14%	0%
COc1ccc(NC(=O)CSc2nnnn2-c2ccc(F)cc2)cc1	i	39%	19%	-3%	1%	21%	-5%	-19%	-2%
Cc1cccc(NC(=S)N/N=C/c2ccc([N+](=O)[O-])s2)c1	i	16%	?	-6%	-33%[inhibitor]	?	-19%	?	-2%
Clc1ccccc1CN(Cc1ccccc1)C(c1cccs1)c1nnnn1C1CCCC1 (stereo not drawn)	i	3%	?	0%	6%	0%	i	4%	·
CCc1ccc(-n2nc3cc(C)c(N)cc3n2)cc1	i	-11%	-18%	-7%	-33%[inhibitor]	45%[activator]	i	17%	-1%
COc1ccc(C(=O)NC(=S)NNC(=O)c2cnccn2)cc1OC	i	·	11%	0%	-60%[inhibitor]	9%	i	-15%	-3%
COc1ccc([C@@H]2[C@@H]3C(=O)N(C(C)(C)C)C(=O)[C@@H]3[C@]3(Cc4ccccc4)C(=O)N(c4ccc(Br)cc4)C(=O)N23)cc1	i	27%	-12%	-1%	-6%	2%	7%	-14%	1%
O=C(c1[nH]c(C(F)(F)F)nc1-c1ccccc1)N1CCN(c2c(Cl)cncc2Cl)CC1	i	16%	4%	-3%	-19%	2%	5%	15%	·
O=C(CN1C(=O)c2ccccc2S1(=O)=O)Nc1ncc([N+](=O)[O-])s1	i	22%	7%	0%	-14%	-17%	-21%	14%	-2%
COc1cc(CN2CCN(Cc3ccc4cc(F)ccc4n3)CC2CCO)cc(OC)c1 (stereo not drawn)	i	8%	-23%	4%	6%	-9%	-21%	-13%	1%
Cc1ccc(CNC(=O)c2cccc3c2C(=O)c2ccc(N4CCOCC4)cc2S3(=O)=O)cc1	i	?	11%	-11%	5%	0%	-40%[inhibitor]	10%	-13%
CC(Cl)C(=O)Nc1cc(C(F)(F)F)ccc1N1CCOCC1 (stereo not drawn)	i	0%	8%	-7%	14%	11%	-16%	7%	-7%
CCN(C(=S)NCCOC)c1cccc2ccccc12	i	11%	-9%	3%	11%	16%	-2%	28%	0%
COc1ccccc1CNC(=O)CN(Cc1ccc(Cl)cc1)S(C)(=O)=O	i	45%	-16%	2%	-7%	-8%	i	0%	0%
O=C(OC1CCOC1=O)C1CCN(S(=O)(=O)c2c(Cl)cccc2Cl)CC1 (stereo not drawn)	i	·	9%	9%	4%	17%	i	27%	-3%
Cc1cc(C)c(S(C)(=O)=O)c(N(C)N)n1	i	0%	-3%	1%	-5%	-8%	16%	-18%	-7%
CCN(CC)C1CCN(c2nc3nonc3nc2NCCOC)C1 (stereo not drawn)	i	7%	-4%	-11%	4%	-3%	i	·	0%
O=C(NCc1ccc(Cl)cc1)N1CCN(C(=O)c2ccccc2)CC1	i	9%	11%	5%	0%	12%	-47%[inhibitor]	6%	·
O=S(=O)(NCc1ccccn1)c1ccc(F)cc1	i	·	0%	-6%	5%	3%	i	4%	?
CCN(CC)C(=O)CSc1ncnc2c1cnn2Cc1ccccc1	i	19%	?	-14%	-3%	-15%	-17%	?	-1%
Cc1noc(/C=C/c2cccnc2)c1[N+](=O)[O-]	i	-30%	?	?	-66%[inhibitor]	?	-30%	25%	-14%
O=C(CN1CCCC1)Nc1cccc(Cl)c1Cl	i	-13%	-8%	1%	0%	1%	-25%	12%	-1%
Cc1ccc(NC(=O)CNC(=O)c2ccc(C)o2)cc1	i	-32%	7%	2%	1%	-12%	-11%	9%	1%
CC(OC(=O)c1cccc(S(=O)(=O)N2CCCCCC2)c1)C(=O)Nc1ccc(S(N)(=O)=O)cc1 (stereo not drawn)	i	15%	-13%	0%	-4%	1%	-9%	2%	0%
CCN(CCCNC(=O)CNC(=O)c1nn(-c2ccc(OC)cc2)c(=O)c2ccccc12)c1cccc(C)c1	i	22%	?	-3%	-1%	-14%	-10%	-23%	-1%
Cc1ccc(C)c(/C=N/NC(=S)NCCc2ccccc2)c1	i	·	?	-6%	-11%	?	-1%	0%	1%
O=C(Oc1c(CN2CCOCC2)cc(Cl)c2cccnc12)c1cccs1	i	23%	14%[0.307 µM]	10%	-15%	-4%[0.307 µM]	i	-2%	2%
COC(=O)c1cc(OC)c(OC)cc1NC(=S)N1CCN(Cc2ccccc2)CC1	i	0%	3%	-1%	-1%	9%	i	-21%	0%
COc1ccc(C2=NC3(CCCCCC3)N(CC(=O)Nc3ccc(C)c(C)c3)C2=O)cc1	·	-13%	3%	·	16%	3%	i	14%	·

High-throughput results: PubChem BioAssay, National Center for Advancing Translational Sciences (NCATS)
